Assay outcomes from PubChem BioAssay.
Pol iota inh – inhibitors of human DNA polymerase iota; Q9UNA4; Pol iota fluorescent replication assay, 10 min; Potency, µM (top dose mostly 115 µM), inactives show at the top dose activity, negative = inhibition, usual class: inhibitors; hit rate 1% among 390,000; also: potency is read from the fitted curve at half-maximal effect
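Fluorescent replication assay read twice, at 0 min and 10 min after adding 50 nM (final) substrate. Enzyme (10 nM) and compounds were first incubated 15 min at room temperature; enzyme-free buffer wells were negative controls.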
Glioma ERSR ind – ER stress response induction in glioma. AID 602332. U87-MG GRP78 promoter luciferase reporter, 16 h. Potency, µM, for inactives: top-dose activation, usual class: activators. hit rate 0.02% among 420,000; also: potency is read from the fitted curve at half-maximal effect; series mostly up to about 76 µM; % of control where 0% means no effect; nearly all actives have a fitted effect of over 35% in size
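Stably transfected U87-MG glioma cells carrying a GRP78-based luciferase sensor; 16 h compound incubation. Luminescence end-point read 10 min after Bright-Glo addition at room temperature.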
APE1 inh – inhibitors of human APE1 endonuclease; recombinant APE1, TAMRA/BHQ-2 abasic DNA cleavage fluorescence; Potency, µM (titrated, usually from 65.8 µM), without a hit: at the highest dose activity change, negative = inhibition, actives largely listed as inhibitors; hit rate 0.35% among 350,000; AID 2517;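 also: potency is read from the fitted curve at half-maximal effect; plate controls were vehicle for no effect and reference inhibitor for full effect; nearly all actives have a fitted effect of over 55% in size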
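Endonuclease cleavage of a quenched abasic-site DNA duplex (50 nM) by APE1 (0.75 nM) was tracked by TAMRA dequenching. Compounds were preincubated with enzyme 15 min at room temperature; data normalized to buffer-only and DMSO wells plus NSC13755 control.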
Apoferritin bind – candidate novel general anesthetic via apoferritin binding. P02791. apoferritin/1-aminoanthracene competitive binding, fluorescence. Potency, µM (titrated, usually from 77.5 µM), for inactives: at the top dose activity change, negative = displacement, hits mostly inhibitors. hit rate 0.074% among 350,000. AID 485281; also: potency is read from the fitted curve at half-maximal effect; % is scaled to controls: 0 for no effect and ±100 for the full control effect; nearly all actives have a fitted effect of over 20% in size
Target sequence (P02791 2-175 limits assumed): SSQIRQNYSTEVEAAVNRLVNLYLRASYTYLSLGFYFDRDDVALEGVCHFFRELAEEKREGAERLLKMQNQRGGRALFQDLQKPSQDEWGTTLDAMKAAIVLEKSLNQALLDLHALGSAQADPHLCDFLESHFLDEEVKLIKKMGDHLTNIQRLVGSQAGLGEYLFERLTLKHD
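10 uM apoferritin + 50% sat. 1-AMA, PBS; cpd 10 min RT; Ex380/Em535 endpoint; normalized to free probe vs complex; 4-param Hill fit; propofol titration as pos. ctrl.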
LDHA block – LDHA (human) enzyme inhibition | P00338 | purified LDHA, NADH/diaphorase-resazurin fluorescence; stronger effect = lower value | activity change, % (values are at about 110 or 230 µM) | hit rate 0.15% among 480,000 | AID 1347041; in the data active = activity change below about -30%; inconclusive = mostly about -25% to -30%;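 also: plate controls were DMSO wells for no effect and wells without enzyme for full effect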
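Human LDH5 (2 nM) was incubated with 0.06 mM NADH and 0.2 mM pyruvate for 5 min at room temperature in Tris pH 7.4. Remaining NADH was coupled through diaphorase/resazurin, and resorufin fluorescence was read at 0 and 20 min.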
POLK inh – inhibitors of human DNA polymerase kappa. hit rate 0.53% among 400,000. Q9UBT6. AID 588579. Potency, µM (doses to about 107 µM), without a hit: top-dose activity, negative = inhibition, most hits filed as inhibitors. purified Pol kappa, fluorescent DNA synthesis assay, 10 min; also: potency is read from the fitted curve at half-maximal effect; % is scaled to controls: 0 for no effect and ±100 for the full control effect
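Here, compound and 10 nM enzyme are combined for 15 min at room temperature; adding 50 nM substrate (final) starts DNA synthesis, tracked by fluorescence at 0 and 10 min against buffer-only wells.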
Pol beta inh – blocks human DNA polymerase beta activity; P06746; Pol beta primer extension/strand displacement, fluorescence kinetic; Potency, µM (series often up to 114 µM), for the others: top-dose activity change, negative = inhibition, most hits filed as inhibitors; hit rate 1.3% among 340,000; AID 485314; also: potency is read from the fitted curve at half-maximal effect; % is scaled to controls: 0 for no effect and ±100 for the full control effect
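Preincubation: enzyme (10 nM) with compound, 15 min, RT. Reaction: substrate added to 50 nM final. Reads: 0 and 10 min. Analysis: normalized, Hill fit.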
BLM helicase inh – Bloom syndrome helicase (human) inhibition. recombinant BLM DNA unwinding, fluorescence dequenching. Potency, µM (doses to about 56.1 µM), inactives show top-dose activity change, negative = inhibition, hits mostly inhibitors. hit rate 0.2% among 350,000;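 also: potency is read from the fitted curve at half-maximal effect; plate controls were vehicle for no effect and no enzyme for full effect; nearly all actives have a fitted effect of over 35% in size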
POLH inh – inhibitors of human DNA polymerase eta. Q9Y253. Potency, µM (top dose mostly 114 µM), inactives show at the top dose activity change, negative = inhibition, most hits filed as inhibitors. AID 588591. hit rate 1.2% among 390,000. recombinant Pol eta, fluorescent DNA replication assay; also: potency is read from the fitted curve at half-maximal effect; % is scaled to controls: 0 for no effect and ±100 for the full control effect
Target sequence (Q9Y253 whole entry, looked up): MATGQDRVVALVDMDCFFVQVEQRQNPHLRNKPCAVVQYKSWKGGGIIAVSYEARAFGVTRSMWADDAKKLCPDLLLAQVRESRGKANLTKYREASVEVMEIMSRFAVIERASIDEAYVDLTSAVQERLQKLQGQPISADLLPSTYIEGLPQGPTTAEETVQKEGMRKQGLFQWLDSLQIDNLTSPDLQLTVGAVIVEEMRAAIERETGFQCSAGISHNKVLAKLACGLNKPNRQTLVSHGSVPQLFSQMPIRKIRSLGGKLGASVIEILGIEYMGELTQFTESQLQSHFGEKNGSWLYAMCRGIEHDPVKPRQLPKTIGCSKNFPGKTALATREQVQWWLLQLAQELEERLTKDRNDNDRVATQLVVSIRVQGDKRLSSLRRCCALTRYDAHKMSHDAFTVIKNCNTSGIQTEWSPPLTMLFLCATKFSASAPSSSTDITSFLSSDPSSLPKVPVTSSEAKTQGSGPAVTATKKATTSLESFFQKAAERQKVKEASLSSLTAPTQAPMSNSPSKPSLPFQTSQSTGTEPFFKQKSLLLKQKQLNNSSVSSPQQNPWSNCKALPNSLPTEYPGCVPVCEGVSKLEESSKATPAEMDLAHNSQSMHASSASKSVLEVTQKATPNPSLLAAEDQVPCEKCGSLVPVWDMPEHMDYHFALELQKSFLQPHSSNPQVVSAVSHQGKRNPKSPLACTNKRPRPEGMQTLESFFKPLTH
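Fluorescent replication assay: 50 nM final substrate added after a 15 min room-temperature compound preincubation with 10 nM enzyme. Signal taken at 0 min and again at 10 min.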
* = called active by the depositor; u = inconclusive; x = no result given; & = joins results of further samples; [ ] = dose if it differs, or a comment. Unless noted, calls follow the shape of the dose curve; as a rule, active = well fitted curve in the direction sought with a large enough effect; inconclusive = small, poorly fitted or top-dose-only effect, or another doubt; inactive = no such curve, though single readings can be large; an effect the other way counts as inactive or inconclusive. An excerpt. The share of hits here may be higher or lower than overall.

Screens in order: Pol iota inh	Glioma ERSR ind	APE1 inh	Apoferritin bind	LDHA block	POLK inh	Pol beta inh	BLM helicase inh	POLH inh
Cc1ccc(S(=O)(=O)NC(C)(C)CN2CCCCC2)cc1
 : u	-3%	-1%	-4%	-6	-25%	70%	3%	-16%
COc1ccc(CCNS(=O)(=O)c2ccc(C3CNC(=O)C3)cc2)cc1OC (stereo unspecified)
 : 39%[activator]	-4%	u	5%	-8	0%[60.1 µM]	27%	-1%	2%
COc1ccc(CNC(=O)C2CCCN2S(=O)(=O)c2ccc(C)cc2)cc1 (stereo unspecified)
 : 27%	-3%	-1%	-7%	-4	-3%	6%	1%	-11%
Cc1c(NS(=O)(=O)c2ccccc2F)c(=O)n(-c2ccccc2)n1C
 : 1%	-4%	-3%	29%	-8	-13%	10%	-2%	-9%
C/C(=N\N=C(/N)SC1CC(=O)N(c2ccc(Cl)cc2)C1=O)c1cccs1 (stereo unspecified)
 : -9%	2%	-2%	u	-11	-24%	u	-11%	-7%
CC(=O)c1c(C)[nH]c(-c2ccccc2)c1C
 : 8%	-1%	4%	-6%	0	-17%	-17%	-3%	-3%
Cc1ccc(N2CC(C(=O)NCc3cccnc3)CC2=O)cc1 (stereo unspecified)
 : -1%	-2%	4%	-14%	-3	-2%	23%	0%	-1%
Nc1nnc(CC(=O)N/N=C\c2ccc(-c3cccc(Cl)c3)o2)s1
 : 19%	0%	-5%	-5%	-3	-13%	-1%	-1%	-5%
COCCCNC(=O)C1CCN(C(=O)c2ccc(-n3ccc4ccccc43)s2)CC1
 : 15%	1%	x	-14%	1	1%	8%	2%	-18%
Cc1ccc(SCc2c(C(=O)N/N=C/C3CC=CCC3)nnn2-c2nonc2N)cc1 (stereo unspecified)
 : 113%[activator]	-4%	1%	-7%	2	-2%	-1%	-5%	u
CCC(=O)N1CCc2cc(S(=O)(=O)NC(C(=O)NCCc3cccc(C)c3)C(C)C)ccc21 (stereo unspecified)
 : 0%	-1%	x	-4%	6	-11%	2%	-1%	-19%
Cc1nc(NC(=O)COc2ccccc2)sc1C(=O)Nc1ccccc1
 : 23%	1%	5%	-14%	2	-3%	-2%	-5%	-16%
COc1ccc(NC(=O)c2ccco2)cc1NC(=O)COc1ccccc1
 : -2%&-7%	-1%&-3%	5%	-11%&3%	-3&-9	5%&-14%	1%&-26%	-9%&-2%	4%&-17%
CC1CN(C(=O)c2cc3ccccc3oc2=O)CC(C)O1 (stereo unspecified)
 : -10%	-2%	-1%	-8%	1	-5%	-24%	-1%	-8%
COc1ccc(CNC(=O)COC(=O)/C=C/c2ccco2)cc1
 : u	-2%	u	-7%	0	-17%	-18%	-11%	14%
COc1cccc(-c2ncc3ccccc3c2COC(=O)CCC(=O)O)c1
 : 30%[activator]	-4%	15%	x	0	-1%	x	x	-22%
COc1ccc(Cn2ccnc2SCC(=O)NC2CCCC2)cc1
 : 8%&8%	-1%&-1%	3%	35µM*	-5&-2	-7%	u	-2%&0%	-3%&-10%
Nc1cc(=O)[nH]c(SCC(=O)N2CCCC2)n1
 : -16%	-4%	7%	x	-7	-15%	x	x	-14%
CCOc1ccc(S(=O)(=O)N(C)CC(=O)NCc2ccc3c(c2)OCO3)cc1
 : 33%[activator]	-1%	-1%	-17%	-8	5%	16%	-3%	-17%
CCOC(=O)c1c(C2COc3ccccc3O2)csc1NC(=O)c1ccccc1 (stereo unspecified)
 : 8%	-2%	3%	-4%	-4	7%	3%	0%	-15%

Remaining list, next part:
Screens in order: Pol iota inh	Glioma ERSR ind	APE1 inh	Apoferritin bind	LDHA block	POLK inh	Pol beta inh	BLM helicase inh	POLH inh
Cc1cc(C)n(CCCNC(=O)c2ccc(C)c(S(=O)(=O)N3CCOCC3)c2)n1
 : 21%	0%	15%	x	-4	3%	x	x	-8%
CCN(CC)CCCNC(=O)c1[nH]c(C)c(C(=O)NC2CCCCC2)c1C
 : 8%	-6%	-16%	-9%	-5	-7%	-6%	-1%	6%
COc1ccccc1CC(=O)Nc1ccc2c(c1)C(=O)NC2=O
 : 16%	-3%	u	-7%	-2	7%	3%	-12%	-20%
CC(C)(C)N1CCC1CN (stereo unspecified)
 : 22%	-5%	1%	-5%	-4	-1%	14%	2%	3%
N#Cc1ccccc1NC(=O)COC(=O)CCc1ccc(S(=O)(=O)N2CCCCC2)cc1
 : 7%	-4%	9%	54%	4	-19%	16%	-3%	-12%
CC1CN(C(C)C)C(C)CC1OC(=O)c1ccccc1 (stereo unspecified)
 : u	-1%	2%	-1%	-6	-10%	-7%	1%	-6%
CC(=O)c1c(C)[nH]c(C(=O)Nc2ccc(C)c(C)c2)c1C
 : 3%	-2%	3%	-15%	0	0%	-2%	-5%	-13%
COc1ccc(-n2c(C)cc(/C=C3\C(=O)NN(c4ccccc4)C3=O)c2C)cc1
 : 111%[activator]	1%	1%	-2%	-9	-13%	u	-9%	-4%
O=C(OC1CCOC1=O)C1CCN(S(=O)(=O)c2ccc(Cl)c(C(F)(F)F)c2)CC1 (stereo unspecified)
 : -15%	0%	-28%	x	-4	-20%	x	x	6%
Cn1c(=O)n(C)c2cc(NS(=O)(=O)c3ccc(Br)cc3)c(NCc3ccccc3)cc21
 : 20%	2%	x	-2%	16	0%	0%	-1%	-11%
COc1ccccc1C(=O)NC(=O)COC(=O)CN1C(=O)NC2(CCCCC2C)C1=O (stereo unspecified)
 : 13%	-3%	9%	x	-9	-15%	x	x	-11%
COCc1cc(C)nc(SCC[N+](C)(C)CC(=O)c2ccccc2)c1C#N
 : 149%[activator]	-4%	4%	-16%	-10	1%	-11%	2%	10%
CC(=O)OC/C=C(\C)CCC=C(C)C
 : 5%	-3%	-8%&6%	x	1	6%	x	x	-8%
CCn1cc(Br)c(C(=O)Nc2ccc(Cl)cc2Cl)n1
 : 18%	6%	-8%	-10%	-10	4%	-1%	-2%	-18%
COC(=O)c1ccc(Cn2nc(C)c([N+](=O)[O-])c2C)o1
 : 8%	-6%	4%	-18%	-3	6%	-13%	-8%	-10%
CC(c1ccncn1)N(C)C(=O)c1ccc2oc(Cc3ccccc3)nc2c1 (stereo unspecified)
 : 30%[activator]	4%	-8%	-13%	-11	-10%	9%	3%	-8%
CCOC(=O)CSc1nc(-c2ccc(Cl)cc2)cc(C(F)(F)F)c1C#N
 : 36%[activator]	0%	x	-6%	1	-6%	3%	1%	-17%
N#Cc1ccc(CSc2nnc(-c3ccncc3)o2)cc1
 : 11%	-5%	-10%	-5%	-12	-4%	11%	0%	8%
O=C(CSc1nnc(-c2cccc(F)c2)o1)N1CCOCC1
 : 24%	-1%	21%[12.4 µM]	-6%	-2	-2%	17%	0%	-18%
COc1ccc(CC(=O)Nc2ccc(C(=O)Nc3ccccc3C(=O)O)cc2)cc1OC
 : 0%	-3%	1%	-4%	-37*	-6%	-23%	-9%	1%

Molecules above with a CF3 group (2):
Screens in order: Pol iota inh	Glioma ERSR ind	APE1 inh	Apoferritin bind	LDHA block	POLK inh	Pol beta inh	BLM helicase inh	POLH inh
O=C(OC1CCOC1=O)C1CCN(S(=O)(=O)c2ccc(Cl)c(C(F)(F)F)c2)CC1 (stereo unspecified)
 : -15%	0%	-28%	x	-4	-20%	x	x	6%
CCOC(=O)CSc1nc(-c2ccc(Cl)cc2)cc(C(F)(F)F)c1C#N
 : 36%[activator]	0%	x	-6%	1	-6%	3%	1%	-17%

Other structures follow.
Screens in order: Pol iota inh	Glioma ERSR ind	APE1 inh	Apoferritin bind	LDHA block	POLK inh	Pol beta inh	BLM helicase inh	POLH inh
CC(C)OCCCNC(=O)C(=O)Nc1c2c(nn1-c1ccccc1)CS(=O)(=O)C2
 : -6%	-3%	x	38%[activator]	3	-5%[60.1 µM]	-3%	0%	-15%
COc1cc(NC(=O)c2ccco2)c(C(=O)OCC(=O)Nc2ncc(Cl)cc2Cl)cc1OC
 : u	-1%	-4%	-14%	3	-10%	-11%	-2%	u
Cn1c(=O)[nH]c(=O)c2c1nc(N1CCCCCC1)n2CCSc1nc2ccccc2o1
 : 16%	-2%	u	-6%	5	6%	2%	-2%	-2%
O=C(O)CCCC(=O)Nc1nc(-c2ccccc2)cs1
 : -13%	-1%	-9%	-6%	-2	-13%	-19%	0%	-7%
CCCCCCCCCC(=O)N/N=C/c1ccc(C)s1
 : 16%	-1%	-2%	u	9	-5%	-25%	-4%	-24%
CC(C)C(NC(=O)c1ccc(F)cc1)C(=O)OCC(=O)N1CC(=O)Nc2ccccc21 (stereo unspecified)
 : 22%	-4%	3%	-6%	-3	3%	2%	-1%	-22%
CCCCC/C=C\C\C=C/C=C/C=C/[C@@H](SC[C@H](N)C(=O)O)[C@@H](O)CCCC(=O)O
 : x	-4%	u	4%	x	0%[19.4 µM]	x	x	x
CCOC(=O)C1=C(C)NC2=C(C(=O)CC(C)(C)C2)C1c1cccc(C)n1 (stereo unspecified)
 : 10%	-6%	14%	-5%	-3	6%	-2%	-3%	3%
CN(C)c1ccc(N=Cc2cccc3ccccc23)cc1
 : 15%	-5%	x	x	19	-26%	x	x	x
Cc1cc(Cl)ccc1OCC(=O)Nc1c(C(=O)c2ccccc2)oc2ccccc12
 : 11%	-4%	x	0%	-7	-2%	20%	0%	-5%
Cc1cc(NC(=O)CSc2cn(CCNC(=O)c3ccc(F)cc3)c3ccccc23)no1
 : 8%	-1%	-4%	-5%	-4	-3%	4%	-3%	7%
O=C(Nc1ccccc1C(=O)NCCc1ccccc1)c1ccco1
 : -4%	6%	10%	-15%	0	-13%	29%	-7%	-13%
CNC(=O)COc1ncnc2sc(C)c(C)c12
 : 1%	-1%	6%	10%	-7	-7%	15%	-1%	2%
Clc1ccc(CNC2CCN(Cc3ccccc3)CC2)cc1
 : 9%	-3%	-5%	-11%	1	0%	-15%	1%	-5%
OC(C#Cc1ccccn1)c1cccs1 (stereo unspecified)
 : u	-10%	-2%	-18%	8	6%	12%	-1%	-6%
Fc1ccc(C2CC(c3ccco3)=NN2c2ccccc2)cc1 (stereo unspecified)
 : 11%	6%	-3%	479%[activator]	4	-9%	13%	-3%	-12%
